aSyn yeast rescue = qHTS of alpha-syn Inhibitors: NCGC Sytravon Library Screen. S. cerevisiae alpha-synuclein toxicity rescue, BacTiter-Glo growth, 24 h. Potency, µM (series often up to 46.1 µM), inactives show top-dose growth rescue (activation), hits mostly activators. 0.02% of 94,000 active; active = well fitted activation curve with a large enough effect; inconclusive = small, poorly fitted or top-dose-only effect; also: 0% is about no effect
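Growth restoration measured by BacTiter-Glo luminescence after 24 hr at 30 deg C; alpha-synuclein yeast, raffinose-pregrown to mid-log, were added at OD600=0.02 in galactose medium onto pinned compounds.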
The depositor's hits bear a star; ? = inconclusive. Potency is read from the fitted curve at half-maximal effect. An excerpt (hit frequency here may not be typical).

SMILES | aSyn yeast rescue
CCOC(=O)N1CCN(Cc2nc3cc(NC(=O)C(C)C)ccc3n2C(C)C)CC1 | -5%
Cc1ccc(Cl)cc1Nc1nc2ccccc2c2nncn12 | -8%
COCC(C)n1c(=O)sc2ccccc2c1=O (stereo not given) | 6%
CCOC(=O)C1=C(COC(=O)COc2ccccc2C#N)NC(=O)NC1C (stereo not given) | -1%
CCOc1ccc(Nc2c(S(=O)(=O)c3ccc(C)cc3)cnc3ccc(F)cc23)cc1 | 2%
Cc1nnc(SCC(=O)Nc2ccccc2)c2ccccc12 | 0%
COCCn1c(SCc2ccccc2F)nc2c([nH]c3ccccc32)c1=O | 6%
COc1ccc(NC(=O)N2CCN(S(=O)(=O)c3ccc4c(ccn4C)c3)CC2)c(OC)c1 | -12%
COc1ccccc1CCC(=O)Nc1cc(S(=O)(=O)N2CCOCC2)ccc1N1CCCC1 | -12%
CC(Oc1cccc(NC(=O)c2cccs2)c1)C(=O)c1ccccc1 (stereo not given) | -10%
CCC(=O)N1c2ccccc2CC1C(=O)NCc1cccc(OC)c1OC (stereo not given) | -7%
CCN1C(=O)c2cccc3c(S(=O)(=O)N(C)C)ccc1c23 | -4%
O=C(CCS(=O)(=O)c1cc(Br)cc2c1N(C(=O)C1CC1)CC2)N1CCN(c2ccccc2)CC1 | -9%
Clc1ccccc1-c1nnc(COc2ccccc2)o1 | -1%
CCOC(=O)c1ccc(NC(=O)Cn2c(=O)n(-c3ccc(C)cc3)c(=O)c3c2cnn3C)cc1 | -2%
CCNC(=O)c1c(NC(=O)Cc2coc3cc(C)ccc23)sc2c1CCCC2 | 9%
O=C(Cc1ccc(F)cc1)Nc1cccc(-c2nc3cccnc3s2)c1 | -11%
CCCN(CCC)C(=O)c1c2c(nc3ccccc13)C(=O)N(C1CCCCC1)C2 | -7%
Cc1ccc(C)c(S(=O)(=O)c2cnc(SCC(=O)Nc3ccc(F)cc3F)[nH]c2=O)c1 | 5%
CCOc1nc(-c2ccc(C)cc2)ccc1-c1noc(-c2ccccc2F)n1 | 4%
Cc1cnc(C(=O)OCc2c(C)cc(C(C)(C)C)cc2C)cn1 | -21%
CCCCC(=O)Nc1cccn2ncnc12 | -9%
O=C(c1cnn2c(C(F)F)cc(-c3ccccc3)nc12)N1CCCCC1c1cccnc1 (stereo not given) | -15%
CC1(C)C(=O)N(CC(=O)Nc2ccc(Cl)cc2)c2ccccc21 | 2%
COc1cc2ccccc2cc1C(=O)Nc1ccc2oc(=O)ccc2c1 | -2%

Taken from above:
Entry for `Clc1ccccc1-c1nnc(COc2ccccc2)o1` under aSyn yeast rescue: -1%
Entry for `COCC(C)n1c(=O)sc2ccccc2c1=O` (stereo not given) under aSyn yeast rescue: 6%

The listing picks up with the six entries that preceded the break.
SMILES | aSyn yeast rescue
CCOc1nc(-c2ccc(C)cc2)ccc1-c1noc(-c2ccccc2F)n1 | 4%
Cc1cnc(C(=O)OCc2c(C)cc(C(C)(C)C)cc2C)cn1 | -21%
CCCCC(=O)Nc1cccn2ncnc12 | -9%
O=C(c1cnn2c(C(F)F)cc(-c3ccccc3)nc12)N1CCCCC1c1cccnc1 (stereo not given) | -15%
CC1(C)C(=O)N(CC(=O)Nc2ccc(Cl)cc2)c2ccccc21 | 2%
COc1cc2ccccc2cc1C(=O)Nc1ccc2oc(=O)ccc2c1 | -2%
Cc1ccc(OCCC(=O)OCC(=O)NCc2ccccc2)cc1 | 11%
CCOc1cc(C2C(C(=O)OC)=CN(Cc3ccc(Cl)cc3)C=C2C(=O)OC)ccc1O | -5%
COc1ccc(C(=O)NC(=S)NNC(=O)c2cccnc2)cc1 | -8%
CCc1ccc(CN(C(=O)c2cc3ccccc3oc2=O)C2CCS(=O)(=O)C2)cc1 (stereo not given) | -2%
COc1cccc(N2CCN(C(=O)Cn3cnc4onc(-c5ccc(F)cc5)c4c3=O)CC2)c1 | 8%
NS(=O)(=O)c1ccc(CNC(=O)c2cc(=O)[nH]c3ccccc23)cc1 | -16%
Cc1cc(NC(=O)Cn2ccc([N+](=O)[O-])n2)no1 | 8%
C[C@@H]1CN([C@H](C)CO)C(=O)CCCn2nncc2CO[C@H]1CN(C)C(=O)Nc1ccc(N2CCCCC2)cc1 | 8%
CCc1ccc(-c2nc(CS(=O)CC(=O)NCCc3ccc(Cl)cc3)c(C)o2)cc1 (stereo not given) | ?
COc1cc(NC(=O)c2cc3c(C)nc4ccccc4c3o2)cc(OC)c1OC | 3%
CCOc1ccc(NC(=O)CN(C)S(=O)(=O)c2ccc3c(c2)c(=O)n(C)c(=O)n3C)cc1 | 1%
COc1ccc(CNC(=O)CN(Cc2ccc(OC)cc2)C(=O)CCC(=O)Nc2nccs2)cc1 | 2%
COc1ccc(-n2ncc3c(NC(C)(C)CO)ncnc32)cc1 | 8%
COc1ccc(NC(=O)CSCc2cc(=O)c3cc(C)ccc3[nH]2)cc1 | 4%
CCOC(=O)c1ccc(NC(=O)CSc2nc3c([nH]c4ccccc43)c(=O)n2C)cc1 | 3%
CCOCCCn1c(SCC(=O)N(C)C2CCS(=O)(=O)C2)nc2ccccc2c1=O (stereo not given) | 12%
CC12CCC(=O)N1C(C(=O)Nc1nccs1)CS2 (stereo not given) | 9%
Cc1cc(NC(=O)CSc2nnc3ccc(-c4ccccc4)nn23)no1 | 2%
COc1ccc(Cl)cc1NCc1nnc2n1CCCCC2 | 1%
COc1cc(C2NC(=O)c3c(sc4c3CCN(C)C4)N2)cc(Br)c1OC(=O)c1ccc(C)cc1 (stereo not given) | -17%
Cc1nc(Br)c(Br)n1Cc1ccccc1 | 3%
COCCNC(=O)c1ccc2c(c1)N(Cc1cccc(Cl)c1)C(=O)c1ccccc1S2(=O)=O | -2%
O=C(O)c1ccccc1C(=O)Nc1cccc([N+](=O)[O-])c1 | 2%
Cc1ccc2c(CNCc3cccc(Cl)c3)c(C(=O)O)n(Cc3ccc(F)cc3Cl)c2c1 | -7%
Cc1cccc(NS(=O)(=O)c2nnc(NC(=O)c3cccc(C)c3)s2)c1 | 2%

The list goes on; the last 6 above are carried over.
SMILES | aSyn yeast rescue
COc1cc(C2NC(=O)c3c(sc4c3CCN(C)C4)N2)cc(Br)c1OC(=O)c1ccc(C)cc1 (stereo not given) | -17%
Cc1nc(Br)c(Br)n1Cc1ccccc1 | 3%
COCCNC(=O)c1ccc2c(c1)N(Cc1cccc(Cl)c1)C(=O)c1ccccc1S2(=O)=O | -2%
O=C(O)c1ccccc1C(=O)Nc1cccc([N+](=O)[O-])c1 | 2%
Cc1ccc2c(CNCc3cccc(Cl)c3)c(C(=O)O)n(Cc3ccc(F)cc3Cl)c2c1 | -7%
Cc1cccc(NS(=O)(=O)c2nnc(NC(=O)c3cccc(C)c3)s2)c1 | 2%
O=C1CCCN2N=C(SCC(=O)Nc3ccc(F)cc3F)SC2=N1 | -2%
CN(Cc1cccc(F)c1)C(=O)CSc1nnnn1C1CC1 | -5%
C[C@@H]1CN([C@H](C)CO)C(=O)c2cc(Br)cnc2O[C@H]1CN(C)C(=O)c1ccccc1 | -4%
CC(C)CCNC(=O)CCC(=O)N1Cc2ccccc2Oc2ncccc21 | -3%
Cc1ccc(-c2ccc3c(c2)O[C@H](CN(C)C(=O)CC2CC2)[C@H](C)CN([C@@H](C)CO)S3(=O)=O)cc1 | -8%
O=C1OCC2=C1C(c1cccc(Cl)c1)CC(=O)N2c1ccc(C(F)(F)F)cc1 (stereo not given) | -2%
Cc1cccc2c(N)c3c(nc12)N(C)CC3 | 2%
COc1ccc(C(C#N)=C2C=C(Cl)C(=NO)C=C2Cl)cc1 | -10%
COc1cc(NC(=O)c2nc(-c3ccncc3)no2)cc(OC)c1OC | -9%
CCN(CC)CCN1C(=O)C(=O)/C(=C(/O)c2ccc3c(c2)CC(C)O3)C1c1ccc(OC)cc1 (stereo not given) | 1%
CCCN1C(=O)C(Cc2nc3ccccc3c(=O)n2-c2ccccc2)c2cc(C)ccc21 (stereo not given) | 1%
COc1cccc(N2CCN(C(=O)CCS(=O)(=O)c3ccc4c(c3)CC(=O)N4C)CC2)c1 | -17%
COc1ccc(NC(=O)CN(C)C(=O)c2cc(-c3ccc(Cl)cc3)nc3ccccc23)cc1 | -23%
CCSc1nc(O)cc(=O)[nH]1 | 1%
CC(=O)Nc1nonc1-c1nnc(SCC(=O)Nc2ccc(C)cc2C)n1C | 7%
COc1ccccc1C(=O)n1nc(-c2ccco2)nc1NCc1ccc(Cl)cc1 | 2%
CCC(C)NC(=O)c1cc(-c2cccc(OC)c2)on1 (stereo not given) | -2%
O=C(C1CCN(S(=O)(=O)c2cccc3nonc23)CC1)N1CCN(c2ccccc2F)CC1 | 11%
O=C(O)CCCN=CC1=C(O)CNC1=O | 7%
N#CC(C(=O)NC1CCCCC1)=C1CCCCC1 | -11%
Cc1ccc(-n2nnnc2SCC(=O)NCC2CCCO2)cc1C (stereo not given) | 14%
O=C(NCc1ccccc1)C(c1ccncc1)N(C(=O)c1csnn1)c1cccc(F)c1 (stereo not given) | 2%
COc1ccc(C)cc1NC(=O)c1c(C)oc2ncn(CC(C)C)c(=O)c12 | 11%
COc1ccc(-n2ncc(C(=O)NCCN3CCOCC3)c2C2CCN(C(=O)OC(C)(C)C)CC2)cc1 | 0%
Nc1ncnc(Oc2cccc3cccnc23)c1[N+](=O)[O-] | -6%
(list continues)
SMILES | aSyn yeast rescue
CC(NC(=O)COC(=O)c1ccc(N(C)C)cc1)c1ccccc1 (stereo not given) | -5%
O=c1[nH]c(=O)n2c(c1-c1ccccc1)OC(CBr)C2 (stereo not given) | 0%
CCc1ccc(NC(=O)Cn2c(=O)n(CCC(=O)NCCc3ccc(OC)c(OC)c3)c(=O)c3ccccc32)cc1 | -5%
CCc1cc2c(=O)[nH]c(COC)nc2s1 | -10%
COc1ccc(CNC(=O)C2CCN(S(=O)(=O)Cc3ccccc3)CC2)cc1 | -1%
COc1ccc(CNC(=O)C2CCCCN2S(=O)(=O)c2ccc(F)cc2)cc1 (stereo not given) | -1%
Cc1ccc(-c2nc3c(cnn3-c3ccccc3)c(=O)n2-c2cccc(Cl)c2)cc1 | -16%
CCCCNC(=O)CSc1nc2n[nH]c(C)c2c(=N)n1-c1cccc(C)c1 | 5%
Nc1ccn(CCCN2CCN(C(=O)C3CC3)CC2)c(=O)n1 | -5%
O=C(O)c1ccc(-c2ncc[nH]2)cc1 | -1%
Cc1ccc(-c2nc3cccnc3s2)cc1NS(=O)(=O)c1cccs1 | -6%
CC1(C)CC(=O)C=C(c2ccc(COC(=O)C(c3ccccc3)c3ccccc3)cc2)C1=O | 2%
O=C(CSc1nc(-c2cccs2)nc2cc(=O)[nH]n12)Nc1ccccc1F | 6%
CCOC(=O)c1cccc(NC(=O)NCCc2c(C)nn(C)c2C)c1 | 6%
O=C(O)C(Cc1c[nH]c2ccccc12)N1C(=O)C2C3c4ccccc4C(c4ccccc43)C2C1=O (stereo not given) | -11%
COc1ccc(Br)c2c1C(=O)CC2 | -16%
CC(C)(C(=O)O)n1cncn1 | -7%
CC1NC(=O)c2cccnc2-n2c1nc1ccccc1c2=O (stereo not given) | -9%
CCc1ccccc1NC(=O)c1sc2nc(C)cc(COC)c2c1N | 6%
CN(Cc1cccs1)C(=O)/C=C/c1ccccc1[N+](=O)[O-] | -7%
CCN(CC)c1ccc(C2C(C(N)=O)=C(C)Nc3nc(SCc4ccccc4Cl)nn32)cc1 (stereo not given) | -5%
CN(C)/C=C(\C(=O)c1cccc(Cl)c1)c1nnnn1-c1ccccc1 | 9%
CCOC(=O)c1ccccc1NC(=O)CSc1cn(CC(=O)N2CCCCCC2)c2ccccc12 | 6%
CCC(=O)Nc1cc(C(=O)NCc2ccc(C)cc2)ccc1S(=O)(=O)c1ccc(C)cc1 | -3%
CCN(CC(=O)Nc1c(F)cccc1F)C(=O)c1ccc2c(c1)C(=O)N(c1ccccc1C)C2=O | 4%
Continuation:
SMILES | aSyn yeast rescue
COc1cc2c(cc1N/C=C(\C#N)c1nc(-c3ccccc3)cs1)oc1ccccc12 | 9%
COc1ccc(-c2nc(C)c(CCNC(=O)Cc3ccc(F)cc3)s2)cc1OC | 6%
N#Cc1cccnc1N1CCN(C(=O)c2ccco2)CC1 | -9%
CCCCN(C)C(=O)c1ccc2c(c1)N(Cc1cccc(F)c1)C(=O)c1ccccc1S2 | 8%
O=C(CC1CCCCC1)NCCOc1ccccc1 | 9%
CNC(=O)C1CC(=O)N(c2ccc(OCC(=O)N3CCCC3)cc2)C1 (stereo not given) | -7%
Cc1ccc(/C=C2\SC(=O)N(CCC(=O)N3CCN(C)CC3)C2=O)cc1 | 6%
COc1ccc(C=C2CCC3C(=O)CCCC3(C)C2=O)cc1 (stereo not given) | 4%
O=C(O)c1ccc(CSc2nnc(COc3ccccc3)o2)cc1 | 1%
O=C(NCCc1ccccc1)C(=O)c1c(-c2ccccc2)[nH]c2ccccc12 | -3%
Cc1ccnc(NS(=O)(=O)c2ccc(N3C(=O)c4c(Cl)c(Cl)c(Cl)c(Cl)c4C3=O)cc2)n1 | 1%
Cc1cc(NCc2ccccn2)n2c(nc3ccccc32)c1C#N | -9%
CC(CNC(=O)Cn1c(-c2cccs2)cc2ccccc21)c1ccccc1 (stereo not given) | 3%
Cc1ccc(C(=O)c2oc3ccccc3c2NC(=O)Cc2coc3c(C)c(C)ccc23)cc1 | -1%
CCOc1ccc(-c2cn3c(n2)sc2cc(C(=O)NC(C)C45CC6CC(CC(C6)C4)C5)ccc23)cc1 (stereo not given) | -2%

Filtered by structure, the compounds so far containing a tert-butyl group
SMILES | aSyn yeast rescue
Cc1cnc(C(=O)OCc2c(C)cc(C(C)(C)C)cc2C)cn1 | -21%
COc1ccc(-n2ncc(C(=O)NCCN3CCOCC3)c2C2CCN(C(=O)OC(C)(C)C)CC2)cc1 | 0%

Source: PubChem (National Center for Advancing Translational Sciences (NCATS))
